Screening data: PubChem BioAssay, Sanford-Burnham Center for Chemical Genomics
mouse EphA4 binding: inhibitors of EphA4 binding to KYL peptide, primary screen, biochemical, colorimetric, mouse EphA4 (AID 689) | EphA4-AP binding to KYL peptide, pNPP A405; higher % means a stronger effect | one-dose inhibition, % at 10 µM; IC50 in µM for titrated hits | hit rate 0.1% among 62,000; in the data active = a potency from the dose series; inactive = the rest, 99 in 100 with inhibition below about 22%
Active calls of the source: *. Only part of the results is shown; rates above refer to the full screens.

SMILES	mouse EphA4 binding
Cc1cc(OCn2ccc(C(=O)O)n2)ccc1Cl	-3%
COc1ccccc1C1=Nc2cccc3cccc(c23)N1	-6%
O=C(COc1ccc2ccccc2c1)Nc1ccc(Cc2ccncc2)cc1	-5%
COC(=O)c1ccc(NC(=O)COC(=O)CSc2nc(C)cc(C)n2)cc1	-10%
CCCOc1ccc(CC(=O)NCC2(c3ccccc3)CCOCC2)cc1OC	-20%
COCCNC(=O)CN(c1ccc(OC)cc1OC)S(=O)(=O)c1ccc(C)cc1	-4%
COC(=O)c1c(NC(=O)COc2ccc(Cl)cc2C)sc2c1CCC2	-9%
CCN(C(=O)CSc1nnc(-c2ccccc2Cl)n1C1CCCC1)C1CCS(=O)(=O)C1 (stereo unspecified)	-10%
Cc1cccc(C)c1OCC(O)CNC(C)C (stereo unspecified)	3%
N#Cc1nc(-c2ccccc2F)oc1NCCc1ccccn1	-2%
COC(=O)CSc1nc2sc3c(c2c(=O)n1C1CCCCC1)CCN(C)C3	25%
COc1ccc2c(c1)CCc1c(C(=O)Nc3c(C)n(C)n(-c4ccccc4)c3=O)noc1-2	-6%
CNc1cc(CSC)nc(SCc2ccc(Cl)c(Cl)c2)n1	-8%
COCCCNC(=O)COc1ccc(Cl)c(C)c1	4%
O=C(c1ccco1)N1CCN=C1SCc1cccnc1	7%
CCOc1ccc(C(=O)COC(C)=O)cc1	-4%
COc1ccc(CNc2ccccc2SC)cc1OC	-11%
COc1cccc(-n2nnnc2SCC(=O)NCCc2ccccc2)c1	-9%
Cc1cccc(NC(=S)N/N=C/c2ccc([N+](=O)[O-])s2)c1	36%
Cc1ccc(Nc2nc(OC(C(F)(F)F)C(F)(F)F)nc(N3CCOCC3)n2)cc1	-3%
Cc1ccc2[nH]c(C)c(CN3CCN(C)CC3)c(=O)c2c1	-7%
COC(=O)C1=C(C)NC2=C(C(=O)c3ccccc32)C1c1ccc(F)cc1 (stereo unspecified)	2%
CCOC(=O)c1ccccc1NC(=O)CSc1nnc(COc2ccccc2)n1CC	-1%
CCc1ccc(-c2nnn(CCC(=O)OC)n2)cc1	10%
Cc1ccc(-c2nc(CS(=O)CC(=O)NCCN3CCCC3)c(C)o2)cc1 (stereo unspecified)	3%
c1ccc(-c2nn3c(C4CCCCC4)nnc3s2)cc1	0%
O=C(NCc1ccccc1)c1ccc(CS(=O)(=O)c2ccccc2)o1	1%
FC(F)Sc1ccc(NC(=S)NC2CCCCC2)cc1	-2%
Cc1nn(-c2ccccc2)c2sc(C(=O)OCC(=O)N3CCCCC3)cc12	7%
CCN(CC)CC(=O)Nc1nn(-c2ccccc2)nc1C(N)=O	-9%
CCCCNC(=O)c1onc(CCl)c1C(=O)OC	-3%
O=C(c1ccco1)N1CCN(C(c2ccccc2Cl)c2nnnn2Cc2cccs2)CC1 (stereo unspecified)	-4%
COc1ccc(S(=O)(=O)N(CC(=O)O)Cc2ccccc2)cc1OC	-15%
O=C(NCc1cccnc1)/C(=C/c1ccc(-c2ccc(Br)cc2)o1)NC(=O)c1ccccc1	0%
Cc1ccc(-c2nnn(CCC(=O)N3CCCCC3C)n2)cc1 (stereo unspecified)	-16%
CC(Oc1ccc(Cl)cc1Cl)C(=O)NC1=NN(c2ccccc2)C(=O)C1 (stereo unspecified)	-9%
COc1ccc(NC(=O)c2cc(OC)c(OC)cc2OC)c(S(=O)(=O)N2CCOCC2)c1	2%
O=C1CC(Sc2nnc(-c3ccccc3O)o2)C(=O)N1c1ccccc1 (stereo unspecified)	0%
COc1ccc(S(=O)(=O)Nc2cccc(C)c2)cc1OC	-8%
CC(=O)NCCOC(=O)Nc1cccnc1	-6%

Reformatted: 2 of the compounds above.
| mouse EphA4 binding | structure |
| --- | --- |
| 2% | COC(=O)C1=C(C)NC2=C(C(=O)c3ccccc32)C1c1ccc(F)cc1 (stereo unspecified) |
| -3% | CCCCNC(=O)c1onc(CCl)c1C(=O)OC |

Further structures follow.
SMILES	mouse EphA4 binding
CCOC(=O)c1sc2nccc(N(C)C)c2c1N=CNOCc1c(F)cccc1Cl	0%
COc1ccc(C2CC(=O)C3=C(C2)Nc2ccccc2NC3c2c(Cl)cccc2Cl)cc1 (stereo unspecified)	16%
O=C(c1ccco1)N1CCN(C(c2ccccc2)c2nnnn2Cc2cccs2)CC1 (stereo unspecified)	6%
CC(C)Oc1cc(NC(=O)CS(=O)CC(=O)Nc2cccc(C(F)(F)F)c2)c(Cl)cc1Cl (stereo unspecified)	4%
CCOC(=O)c1sc2ccc(S(=O)(=O)N3CCOCC3)cc2c1N	-3%
COc1ccc(C2C(C(=O)NCc3cccnc3)c3ccccc3C(=O)N2C)cc1OC (stereo unspecified)	9%
CCN(CC)S(=O)(=O)c1ccc(C(=O)Nc2cc(C)cc(C)c2)cc1	-13%
O=C(O)c1cccc(NC(=O)c2cccc(S(=O)(=O)N3CCCCC3)c2)c1	-8%
CC(=O)NCCOc1ccc(C(=O)O)cc1	-10%
CCC(C)c1ccc(NC(=O)/C=C/c2cccc([N+](=O)[O-])c2)cc1 (stereo unspecified)	4%
Cc1ccc(OCC(O)CNS(=O)(=O)c2ccccc2C(=O)N2CCCCC2)cc1 (stereo unspecified)	-1%
CC(=O)Nc1ccc(NC(=O)C2CCN(S(=O)(=O)c3cccc4nonc34)CC2)cc1	-5%
CSc1nc(N)nc(SCC(=O)C(C)(C)C)c1C#N	-8%
Cc1cc(C)c(C#N)c(SCc2cc3c(cc2Cl)OCO3)n1	-1%
COCCN1Cc2cccc(C(=O)NC(C)c3cccs3)c2C1=O (stereo unspecified)	-10%
CCOc1cc(C(=S)N2CCCCC2)ccc1OS(=O)(=O)c1ccc(Br)cc1	-5%
COC(=O)c1cc(C(=O)c2cccc(Cl)c2Cl)cn1C	-8%
C=CCn1c(=O)c2ccccc2n2c(SCc3c(C(=O)OCC)oc4ccccc34)nnc12	3%
CC(C)(C)c1ccc(NC(=O)CC2(C(F)(F)F)OCCO2)cc1	-2%
Cc1c(NC(=O)COc2ncnc3c(Cl)cc(Cl)cc23)c(=O)n(-c2ccccc2)n1C	1%
CC(=O)c1ccc(N2CCC(c3cc(-c4ccc(Cl)cc4Cl)n[nH]3)CC2)c([N+](=O)[O-])c1	-10%
CSc1nc(Cl)c(Cc2ccc(OC(C)C)cc2)c(N2CCOCC2)n1	-6%
CCn1c(SCc2nc3ccccc3nc2C)nnc1-c1cccs1	-8%
O=C(O)c1c(-c2ccccc2)oc2ccc(OCc3ccccc3)cc12	-4%
COc1ccc(-c2nn(-c3ccccc3)cc2/C=N/NC(=O)c2ccc3c(c2)OCO3)cc1	-7%
Cc1ccc(NC(=O)NC(=O)N(c2ccccc2)S(C)(=O)=O)cc1	3%
N#Cc1cc2c(=O)n3ccccc3nc2n(CCCN2CCOCC2)c1=O	1%
O=C(NC1CC2CCCC(C1)N2S(=O)(=O)c1ccccc1)c1ccccc1 (stereo unspecified)	-1%
N#Cc1c[nH]n2c(=O)c3c(nc12)CCCC3	-3%
CCOc1cc(/C=C2\SC(=S)N(CC(C)C)C2=O)ccc1O	32%
COc1cccc(OC)c1C(=O)Nc1nnc(C(C)C)s1	-3%
COC(=O)c1cccc(S(=O)(=O)N2CCCCC2)c1	-4%
CCOC(=O)C(C(=O)Nc1ccccc1)C1CCCCC1 (stereo unspecified)	-8%
CCCNC(=O)CSc1nnc(C)s1	-1%
O=C(NC1CC1)c1ccc(-c2nc3ccccc3s2)s1	-4%
[2H]c1c([2H])c([2H])c(C(=O)c2sc(N3CCCCCC3)nc2-c2ccccc2)c([2H])c1[2H]	36%
CSc1ccc(-c2c(C#N)c(N)nc3c2c(C)nn3-c2ccccc2)cc1	2%
Cc1nn2c3c(cnc2c1-c1ccccc1)C(=O)CC(c1ccccc1)C3 (stereo unspecified)	-13%
CCOC(=O)/C(C#N)=C\N(C)C	-11%
CC1(C)Cc2c(sc3nc(SCC(=O)NCc4ccccc4)n(-c4ccccc4)c(=O)c23)CS1	-13%
CCOC(=O)c1cc(-c2ccc(C=C3C(=O)N(C)C(=O)N(C)C3=O)o2)ccc1Cl	11%
CC(C)(C)SCCNS(=O)(=O)c1ccccc1	8%
COC(=O)CN(c1ccc(Br)cc1)S(=O)(=O)c1ccccc1	-7%
Cc1c(Cc2ccccc2)c(=O)oc2cc(OCc3nn[nH]n3)ccc12	6%
COCCNC(=O)c1onc(CSc2cccc(Cl)c2)c1C(=O)O	-2%
Cc1cccc(OCc2nnc(NC(=O)c3cccs3)s2)c1	-3%
CCc1nnc(NC(=O)CSc2nnc(CNc3ccc(F)cc3)n2C2CCCCC2)s1	-6%
CCN(CCNC(=O)CN(C)S(=O)(=O)c1cccc2nsnc12)c1ccccc1	0%
Cc1ccc(Cn2cnc3c(nnn3Cc3ccc(Cl)cc3)c2=O)cc1	-10%
COc1cc(-c2nc(-c3ccc4c(c3)-c3ccccc3S4(=O)=O)c(-c3ccccc3)[nH]2)cc(OC)c1O	-4%
CN(C)c1ccc(/C=c2\sc3nc4ccccc4n3c2=O)cc1	-14%
CC1=NN(C(=O)c2cccnc2)C(C)(O)C1(C)C (stereo unspecified)	-4%
O=C(Cn1cc2c(n1)CCCC2)NCC1CCCO1 (stereo unspecified)	11%
CCC1(C)Cc2c(sc3nnn(CC(=O)Nc4cccc5ccccc45)c(=O)c23)CO1 (stereo unspecified)	-1%
CC(CCc1ccccc1)NS(=O)(=O)c1ccccc1 (stereo unspecified)	1%
COc1ccc(C2C(C(=O)c3cc4cccc(OC)c4o3)=C(O)C(=O)N2CCCN(C)C)cc1OC (stereo unspecified)	-4%
Cc1[nH]n(C(C)(C)C)c(=O)c1Sc1ccccc1	3%
Oc1ccccc1-c1nnc(COc2ccccc2)o1	-1%
CC(C)N1C(=O)S/C(=C/c2cccnc2)C1=O	-11%
CC(=O)NCCc1nc2ccccc2n1Cc1ccccc1	1%
Remaining list, next part:
SMILES	mouse EphA4 binding
COC(=O)C1=C(C)NC(C)=C(C(=O)OC)C1c1ccc(I)cc1	-6%
CC(=O)c1c(C)n(-c2ccc(N(C)C)cc2)c2ccc(OCC(N)=O)cc12	2%
COc1ccc(Nc2nnc(C)c(=O)[nH]2)cc1	-6%
CNC(=O)CN1C(=O)CSc2ncccc21	2%
Cc1ccc(CNC(=O)Cc2csc(Nc3nc(=S)[nH]c4ccccc34)n2)cc1	-6%
Cc1ccc(-c2nc(SCC(=O)NCCN3C(=O)CSC3=O)[nH]c2-c2ccc(C)cc2)cc1	-7%
COc1cccc(-n2c(SCC(=O)NCCc3ccccc3)nnc2-c2ccoc2C)c1	4%
CN(C)C=NC(=O)c1ccc([N+](=O)[O-])c(CS(=O)(=O)c2ccc(Cl)cc2)c1	-17%
Cc1cccc(N2CCN(C(=O)c3ccc(Cl)c(S(=O)(=O)NCc4ccco4)c3)CC2)c1C	2%
Brc1ccc(-c2csc(-c3c[nH]c4ccccc34)n2)cc1	0%
Cc1sc(NC(=O)C2CCCCC2C(=O)O)c(C(N)=O)c1C (stereo unspecified)	0%
CN(C)CCOC(=O)C12CC3CC(CC(C3)C1)C2	-11%
O=C(OCCNC(=O)c1ccc2ccccc2n1)c1cccnc1	0%
CN1CCN(C(=O)CN2C(=O)/C(=C/c3cccc(Br)c3)SC2=S)CC1	3%
CCOC(=O)C(/C(C)=N/NC(=O)c1ccccc1[N+](=O)[O-])C(C)C (stereo unspecified)	2%
COC(=O)CSC1=C(C#N)C(c2ccc(C(C)C)cc2)CC(=O)N1 (stereo unspecified)	-5%
CC(C)(C)c1ccccc1NC(=O)c1ccco1	-10%
COc1ccc2oc(C(=O)CCC(=O)O)c(N)c2c1	2%
Cc1cc(C)n2nc(SCC(=O)NCc3ccco3)nc2n1	6%
CC(O)C(=O)NS(=O)(=O)c1ccccc1 (stereo unspecified)	-10%
CC(C)CCn1cnc2c([nH]c3cccc(Cl)c32)c1=O	0%
O=C(O)CSc1nccn1-c1cccc(Cl)c1	2%
COc1ccc(Cn2cccc(NC(=O)Nc3ccc(C#N)cc3)c2=O)cc1	-16%
CCOc1ccc(OCC)c(-c2c(=O)n(OCc3ccc(C(C)(C)C)cc3)c3ccccc3[n+]2[O-])c1	7%
Cc1ccnc(NS(=O)(=O)c2ccc(N3C(=O)c4ccc(C(=O)O)cc4C3=O)cc2)n1	8%
COCCN1C(=O)C(=O)/C(=C(/O)c2ccc3c(c2)OCCO3)C1c1ccc(C(=O)OC)cc1 (stereo unspecified)	-7%
NC(=O)c1cc(NC(=O)c2ccc(Cl)c(Cl)c2)ccc1Cl	-4%
O=C(CSc1ncnc2nc[nH]c12)N1CCN(c2ccc(Cl)cc2)CC1	-1%
Cc1ccccc1Cc1c(C)nc2nc(SCC(=O)NCc3ccco3)nn2c1C	-15%
Cc1ccc(CCNC(=O)C2CCN(C(=O)N(C)C)CC2)cc1	-6%
COc1ccc(CN=CC2=C(O)CNC2=O)cc1OC	-4%

Molecules shown so far that contain a furan ring, fused or not:
SMILES	mouse EphA4 binding
O=C(c1ccco1)N1CCN=C1SCc1cccnc1	7%
O=C(NCc1ccccc1)c1ccc(CS(=O)(=O)c2ccccc2)o1	1%
O=C(c1ccco1)N1CCN(C(c2ccccc2Cl)c2nnnn2Cc2cccs2)CC1 (stereo unspecified)	-4%
O=C(NCc1cccnc1)/C(=C/c1ccc(-c2ccc(Br)cc2)o1)NC(=O)c1ccccc1	0%
O=C(c1ccco1)N1CCN(C(c2ccccc2)c2nnnn2Cc2cccs2)CC1 (stereo unspecified)	6%
C=CCn1c(=O)c2ccccc2n2c(SCc3c(C(=O)OCC)oc4ccccc34)nnc12	3%
O=C(O)c1c(-c2ccccc2)oc2ccc(OCc3ccccc3)cc12	-4%
CCOC(=O)c1cc(-c2ccc(C=C3C(=O)N(C)C(=O)N(C)C3=O)o2)ccc1Cl	11%
COc1ccc(C2C(C(=O)c3cc4cccc(OC)c4o3)=C(O)C(=O)N2CCCN(C)C)cc1OC (stereo unspecified)	-4%
COc1cccc(-n2c(SCC(=O)NCCc3ccccc3)nnc2-c2ccoc2C)c1	4%
Cc1cccc(N2CCN(C(=O)c3ccc(Cl)c(S(=O)(=O)NCc4ccco4)c3)CC2)c1C	2%
CC(C)(C)c1ccccc1NC(=O)c1ccco1	-10%
COc1ccc2oc(C(=O)CCC(=O)O)c(N)c2c1	2%
Cc1cc(C)n2nc(SCC(=O)NCc3ccco3)nc2n1	6%
Cc1ccccc1Cc1c(C)nc2nc(SCC(=O)NCc3ccco3)nn2c1C	-15%
